Source: PubChem
IDH1 mut inh – inhibitors of human IDH1 R132H. IDH1 R132H reductase, diaphorase/resazurin fluorescence, 60 min. inhibition, % at 10 µM. actives 0.18% (n = 70,000). AID 624101; in the data active = inhibition above about 34%;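 also: 0% = DMSO and 100% = no enzyme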
PRC2 inh – blocks human EZH2/PRC2 H3K27 methylation; DELFIA TRF, 1 h; inhibition, % at 12.5 µM; actives 0.35% (n = 57,000); AID 651548;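 active = mean inhibition of replicates at least 50% and every single replicate also reaching 50%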;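 also: dimethyl H3K27 on biotinylated H3 21-44 peptide detected by antibody; plate controls were median neutral control wells for no effect and median positive control wells for full effect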
Target sequence (Q15910 whole entry, looked up): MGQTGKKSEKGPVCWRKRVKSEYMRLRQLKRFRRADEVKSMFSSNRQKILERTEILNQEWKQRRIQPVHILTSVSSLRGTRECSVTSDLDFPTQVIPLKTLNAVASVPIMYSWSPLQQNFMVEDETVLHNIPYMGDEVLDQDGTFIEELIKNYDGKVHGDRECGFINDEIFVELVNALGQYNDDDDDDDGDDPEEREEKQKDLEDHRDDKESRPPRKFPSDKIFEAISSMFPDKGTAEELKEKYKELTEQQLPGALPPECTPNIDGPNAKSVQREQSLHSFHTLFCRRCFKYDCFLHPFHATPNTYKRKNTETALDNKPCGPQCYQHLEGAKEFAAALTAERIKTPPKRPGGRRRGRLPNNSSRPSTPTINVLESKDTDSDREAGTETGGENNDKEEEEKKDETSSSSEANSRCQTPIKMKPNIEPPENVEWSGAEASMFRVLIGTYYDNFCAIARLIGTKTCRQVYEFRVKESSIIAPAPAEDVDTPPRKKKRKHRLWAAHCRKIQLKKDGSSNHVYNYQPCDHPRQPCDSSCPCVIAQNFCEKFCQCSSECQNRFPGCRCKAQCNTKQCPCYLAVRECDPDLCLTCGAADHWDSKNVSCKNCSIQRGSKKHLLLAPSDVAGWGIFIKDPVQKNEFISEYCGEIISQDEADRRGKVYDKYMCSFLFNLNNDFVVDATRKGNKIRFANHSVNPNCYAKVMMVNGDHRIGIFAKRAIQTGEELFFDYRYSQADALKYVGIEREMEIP
* = called active by the depositor; . = no result given. Some of the compounds tested; the hit share may differ from the screen's.

SMILES	IDH1 mut inh	PRC2 inh
COC(=O)c1noc(C)c1C(=O)/C=C/N(C)C	1.7	3
O=C(Nc1ccc(F)cc1)N[C@H]1CC[C@H](CCn2cc(C3(O)CCCC3)nn2)O[C@@H]1CO	-0.3	12
Cc1ccccc1S(=O)(=O)NCC[C@H]1CC[C@@H](NC(=O)C2CCCCC2)[C@H](CO)O1	0.1	6
Cc1noc(C)c1NC(=O)Nc1ccc2c(c1)C(=O)N([C@@H](C)CO)C[C@H](C)[C@@H](CN(C)C(=O)Nc1ccc(F)cc1)OCCCC[C@H](C)O2	1.8	.
C[C@H]1CN([C@@H](C)CO)C(=O)c2cc(NC(=O)Nc3ccc(C(F)(F)F)cc3)ccc2O[C@@H]1CN(C)Cc1ccc2c(c1)OCO2	0.7	.
C[C@@H]1CN([C@H](C)CO)S(=O)(=O)c2ccc(C#Cc3cccc(F)c3)cc2O[C@H]1CN(C)C	-0.2	7
C[C@H](CO)N1C[C@H](C)[C@H](CN(C)Cc2ccccc2)Oc2c(NS(C)(=O)=O)cccc2C1=O	-2.7	-7
C[C@H]1CN([C@@H](C)CO)C(=O)c2cccc(N(C)C)c2O[C@@H]1CN(C)S(=O)(=O)c1ccccc1	-2.0	6
COc1ccc(S(=O)(=O)N[C@@H]2CC[C@@H](CCNC(=O)Cc3ccccn3)O[C@@H]2CO)cc1	0.2	4
COc1ccc(NC(=O)N(C)C[C@@H]2Oc3ccc(NC(=O)Cn4cnnn4)cc3CC(=O)N([C@@H](C)CO)C[C@H]2C)cc1	0.5	.
CO[C@@H](CN(C)C(=O)Nc1ccc(C(F)(F)F)cc1)[C@H](C)CN(Cc1ccccc1Cl)[C@H](C)CO	-0.2	15
COc1ccc(S(=O)(=O)NCc2ccco2)c2ccccc12	-0.6	-2
C[C@H](CO)N1C[C@H](C)[C@@H](CN(C)C(=O)CCC(F)(F)F)OCCCC[C@H](C)Oc2ccc(NS(=O)(=O)c3cccs3)cc2C1=O	1.8	.
CC(C)NC(=O)N(C)C[C@H]1Oc2ncc(-c3ccccc3F)cc2C(=O)N([C@H](C)CO)C[C@H]1C	-13	-9
O=C(O)C1=C[C@H](c2coc3ccccc3c2=O)C[C@H](OCc2ccc(CO)cc2)O1	.	1
CCCN1C[C@H](C)[C@@H](OC)CN(C)C(=O)c2cc(NC(=O)c3cccc(OC)c3)ccc2OC[C@@H]1C	-0.5	-12
C/C=C/c1ccc2c(c1)O[C@@H](CN(C)C(=O)CC)[C@H](C)CN([C@@H](C)CO)S2(=O)=O	-3.2	.
O=C(NO)c1ccc(C(=O)N/N=C/c2ccc(I)cc2)cc1	0.0	8
COc1ccc(NC(=O)N(C)C[C@H]2OCc3cnnn3CCCC(=O)N([C@H](C)CO)C[C@@H]2C)c(OC)c1	-0.5	.
COc1cccc(NC(=O)CSc2nc(N)cc(N)n2)c1	-1.1	-22
CC(=O)Nc1ccc(OCC(=O)Nc2ccc3c(c2)oc2ccccc23)cc1	-0.5	10
C[C@H]1CCCCO[C@H](CN(C)C(=O)C2CCCCC2)[C@@H](C)CN([C@@H](C)CO)C(=O)c2cc(NS(=O)(=O)c3cccs3)ccc2O1	-0.1	.
COc1ccc(S(=O)(=O)N(C)CC(=O)Nc2ccc(C(N)=O)cc2)cc1C	0.3	-3
COc1ccc(CN2C[C@H](C)[C@@H](OC)CN(C)C(=O)c3ccc(NC(C)=O)cc3OC[C@@H]2C)cc1	0.1	8
CN(c1cccc(NC(=O)c2ccccc2N(C)S(=O)(=O)c2ccccc2)c1)S(C)(=O)=O	0.6	8
CO[C@@H]1CN(C)C(=O)c2cc(NC(=O)Nc3c(C)noc3C)ccc2OC[C@@H](C)N(CCC(F)(F)F)C[C@H]1C	0.4	6
CCn1c(=O)c2c3c(sc2n2c(SCC(=O)Nc4ccc(Cl)cc4)nnc12)CCCC3	-0.5	-32
CCCN1C[C@H](CSC)C[C@@H]2c3cccc4[nH]cc(c34)C[C@H]21	0.6	.
C[C@H](CO)N1C[C@H](C)[C@H](CN(C)Cc2ccc(C(F)(F)F)cc2)Oc2c(NS(=O)(=O)c3ccc(F)cc3)cccc2C1=O	-2.7	-17
C[C@@H]1CN([C@H](C)CO)C(=O)c2cc(NC(=O)CCCCCC(=O)Nc3ccccc3N)ccc2O[C@H]1CN(C)Cc1ccncc1	0.2	3
C[C@@H]1CCCCO[C@H](CN(C)C(=O)c2ccncc2)[C@@H](C)CN([C@H](C)CO)C(=O)c2cc(NC(=O)CCC(F)(F)F)ccc2O1	0.6	.
CC(=O)N(C)C[C@@H]1Oc2ncc(C#Cc3ccccc3)cc2C(=O)N([C@H](C)CO)C[C@H]1C	-3.3	-1
O=C(CN1C(=O)c2cccc3cccc1c23)Nc1ccc(S(=O)(=O)N2CCCCC2)cc1	0.0	11
O=C(C[C@H]1C[C@H]2c3cc(NS(=O)(=O)c4ccccc4)ccc3O[C@H]2[C@H](CO)O1)NCC(F)(F)F	-0.1	2
C[C@@H]1CCCCO[C@H](CN(C)C(=O)Nc2ccc3c(c2)OCO3)[C@@H](C)CN([C@H](C)CO)C(=O)c2cc(NC(=O)C3CCCCC3)ccc2O1	3.0	.
Cc1cccc(OCC(=O)Nc2cccc(-c3nc4cc(C)ccc4o3)c2)c1	0.4	27
COc1ccc(NC(=O)N(C)C[C@@H]2OCc3ccccc3-c3ccccc3C(=O)N([C@@H](C)CO)C[C@H]2C)cc1	.	6
O=C(C[C@@H]1C[C@H]2c3cc(NS(=O)(=O)c4ccc(F)cc4)ccc3O[C@H]2[C@@H](CO)O1)NCc1cccnc1	0.1	-7
CCOC(=O)c1c(SC)nc2c(C(F)(F)F)cccc2c1N1CCCC1	0.7	44
C[C@@H]1CN([C@H](C)CO)C(=O)c2cccc(NC(=O)Nc3ccc(F)cc3)c2O[C@H]1CN(C)S(C)(=O)=O	.	-3
N[C@@H]1CC[C@@H](CCn2cc(C3(O)CCCC3)nn2)O[C@H]1CO	0.0	-9
O=C(C[C@H]1C[C@H]2c3cc(NC(=O)C4CCOCC4)ccc3O[C@H]2[C@H](CO)O1)NCc1cccnc1	-0.4	-2
CC(C)NC(=O)Nc1ccc2c(c1)CC(=O)N([C@@H](C)CO)C[C@H](C)[C@H](CN(C)Cc1ccccc1)O2	0.5	-1
COC(=O)C1=C(C)NC2=C(C(=O)c3ccccc32)C1c1ccc(OCc2cccc([N+](=O)[O-])c2)cc1 (stereo unspecified)	-0.4	-14
C[C@H](CO)N1C[C@H](C)[C@@H](CN(C)S(=O)(=O)c2ccccc2)Oc2ncc(-c3ccncc3)cc2C1=O	-8.8	11

Random excerpt: two compounds from above.
SMILES	IDH1 mut inh	PRC2 inh
CCOC(=O)c1c(SC)nc2c(C(F)(F)F)cccc2c1N1CCCC1	0.7	44
O=C(C[C@H]1C[C@H]2c3cc(NC(=O)C4CCOCC4)ccc3O[C@H]2[C@H](CO)O1)NCc1cccnc1	-0.4	-2

Later entries.
SMILES	IDH1 mut inh	PRC2 inh
C[C@H]1CN([C@@H](C)CO)C(=O)Cc2cc(NC(=O)NC3CCCCC3)ccc2O[C@@H]1CN(C)C(=O)Nc1cccc2ccccc12	-1.1	9
C[C@H](CO)N1C[C@H](C)[C@@H](CN(C)S(=O)(=O)c2cn(C)cn2)Oc2ccc(NC(=O)C3CCCCC3)cc2C1=O	1.9	.
COc1ccc(CN(C)C[C@@H]2OCCCC[C@@H](C)Oc3ccc(NC(=O)C4CCCCC4)cc3C(=O)N([C@H](C)CO)C[C@@H]2C)cc1	1.4	.
Cc1ccc(N(CC(=O)Nc2c(C)cc(C)cc2C)S(C)(=O)=O)cc1	-0.4	-22
C[C@@H]1CN([C@H](C)CO)C(=O)c2cccc(NS(=O)(=O)c3cn(C)cn3)c2O[C@@H]1CN(C)C(=O)Nc1ccc2c(c1)OCO2	-0.5	.
CN(C)C(=O)CSc1nc2sc3c(c2c(=O)[nH]1)CCCC3	0.2	12
C[C@H]1CN([C@@H](C)CO)C(=O)c2cc(NC(=O)CCCCCC(=O)Nc3ccccc3N)ccc2O[C@H]1CN(C)S(=O)(=O)c1cccs1	.	-15
COc1ccc(S(=O)(=O)N(C)C[C@@H]2Oc3ccc(NS(=O)(=O)c4ccc(F)cc4)cc3C(=O)N([C@@H](C)CO)C[C@H]2C)cc1	3.8	.
Cc1ccc(C)c(NC(=O)Cn2cnc3ccccc3c2=O)c1	0.1	13
Cc1ccc(S(=O)(=O)Nc2ccc3c(c2)C(=O)N([C@H](C)CO)C[C@H](C)[C@H](CN(C)S(=O)(=O)c2ccccc2)OCCCC[C@@H](C)O3)cc1	0.6	.
C[C@@H]1CN([C@H](C)CO)C(=O)c2cc(N(C)C)ccc2O[C@@H]1CN(C)CC1CCCCC1	1.7	-8
C[C@@H]1CN([C@@H](C)CO)C(=O)c2cc(NS(=O)(=O)c3ccc(F)cc3)ccc2O[C@@H](C)CCCCO[C@H]1CN(C)S(=O)(=O)c1ccccc1	1.5	.
CCC(=O)Nc1ccc2c(c1)OC[C@H](C)N(CCc1ccccc1)C[C@@H](C)[C@H](OC)CN(C)C2=O	0.1	-2
Cc1cc(=O)[nH]c(SCC(=O)Nc2cc([N+](=O)[O-])ccc2C)n1	0.8	8
O=C(C[C@@H]1CC[C@H](NC(=O)Nc2ccc(F)cc2)[C@H](CO)O1)NCc1cccc(F)c1	-0.2	-4

Molecules above that have a Cl atom (two):
SMILES	IDH1 mut inh	PRC2 inh
CO[C@@H](CN(C)C(=O)Nc1ccc(C(F)(F)F)cc1)[C@H](C)CN(Cc1ccccc1Cl)[C@H](C)CO	-0.2	15
CCn1c(=O)c2c3c(sc2n2c(SCC(=O)Nc4ccc(Cl)cc4)nnc12)CCCC3	-0.5	-32

The listing continues:
SMILES	IDH1 mut inh	PRC2 inh
C[C@@H]1CN([C@@H](C)CO)C(=O)Cc2cc(NS(=O)(=O)c3ccccc3)ccc2O[C@@H]1CN(C)Cc1ccc(Cl)c(Cl)c1	.	-17
Cc1noc(C)c1S(=O)(=O)N(C)C[C@@H]1OCCCC[C@@H](C)Oc2ccc(N(C)C)cc2C(=O)N([C@@H](C)CO)C[C@@H]1C	2.9	1
C[C@H]1CN([C@@H](C)CO)S(=O)(=O)c2ccc(-c3ccccc3)cc2O[C@@H]1CN(C)Cc1ccncc1	.	11
CN(C)c1nc(N)nc(CSc2nc3cc(Cl)ccc3o2)n1	0.2	0
C[C@H](CO)N1C[C@H](C)[C@@H](CN(C)C(=O)Nc2ccc3c(c2)OCO3)Oc2ccc(NC(=O)Nc3ccc4c(c3)OCO4)cc2CC1=O	0.5	.
C[C@@H]1CN([C@H](C)CO)C(=O)Cc2cc(N(C)C)ccc2O[C@H]1CN(C)Cc1ccc(C(=O)O)cc1	3.2	-2
Cc1ccc(S(=O)(=O)Nc2ccc3c(c2)CC(=O)N([C@H](C)CO)C[C@H](C)[C@@H](CN(C)S(=O)(=O)c2ccc(F)cc2)O3)cc1	-3.2	.
Cc1noc(C)c1NC(=O)N(C)C[C@@H]1Oc2ccc(NS(=O)(=O)c3cn(C)cn3)cc2CC(=O)N([C@H](C)CO)C[C@H]1C	1.5	.
C[C@@H]1CN([C@@H](C)CO)C(=O)c2cc(NC(=O)C3CCCCC3)ccc2O[C@@H](C)CCCCO[C@@H]1CN(C)C(=O)c1ccncc1	.	11
O=C(Nc1ccc2c(c1)[C@H]1C[C@@H](CC(=O)N3CCc4ccccc4C3)O[C@@H](CO)[C@H]1O2)c1ccc2c(c1)OCO2	-0.7	-2
O=S(=O)(N[C@H]1CC[C@H](CCn2cc(Cc3ccccc3)nn2)O[C@H]1CO)c1ccccc1F	0.6	9
CCCNC(=O)N[C@H]1CC[C@@H](CC(=O)NC2CCCCC2)O[C@H]1CO	0.3	-3
COCC(=O)Nc1ccc2c(c1)[C@@H]1C[C@@H](CC(=O)NCc3cc(F)ccc3F)O[C@@H](CO)[C@@H]1O2	0.1	-3
CC(=O)N[C@@H]1CC[C@@H](CCNC(=O)C2CC2)O[C@H]1CO	0.2	1
CC(C)NC(=O)Nc1ccc2c(c1)CC(=O)N([C@@H](C)CO)C[C@@H](C)[C@H](CN(C)S(=O)(=O)c1cn(C)cn1)O2	0.1	.

Complete entries, looked up by structure.
Entry for `C[C@H]1CN([C@@H](C)CO)S(=O)(=O)c2ccc(-c3ccccc3)cc2O[C@@H]1CN(C)Cc1ccncc1` → IDH1 mut inh: .; PRC2 inh: 11
Entry for `Cc1ccc(S(=O)(=O)Nc2ccc3c(c2)CC(=O)N([C@H](C)CO)C[C@H](C)[C@@H](CN(C)S(=O)(=O)c2ccc(F)cc2)O3)cc1` → IDH1 mut inh: -3.2; PRC2 inh: .

(continued)
SMILES	IDH1 mut inh	PRC2 inh
COc1ccc(NC(=O)Nc2ccc3c(c2)CC(=O)N([C@H](C)CO)C[C@@H](C)[C@H](CN(C)Cc2ccc(C(=O)Nc4ccccc4N)cc2)O3)cc1	0.4	-25
Cc1noc(C)c1S(=O)(=O)Nc1ccc2c(c1)C(=O)N([C@@H](C)CO)C[C@H](C)[C@H](CN(C)C(=O)Cc1ccccc1)OCCCC[C@@H](C)O2	0.3	.
O=C(Nc1ccc(Br)cc1)C1CN(S(=O)(=O)c2ccccc2)CCN1S(=O)(=O)c1ccccc1 (stereo unspecified)	-0.1	0
CCC(=O)Nc1ccc2c(c1)C(=O)N(C)C[C@H](OC)[C@H](C)CN(C(=O)CC1CC1)[C@@H](C)CO2	-0.1	2

In another format: 2 of the compounds above.
> Cc1cc(=O)[nH]c(SCC(=O)Nc2cc([N+](=O)[O-])ccc2C)n1
  IDH1 mut inh = 0.8; PRC2 inh = 8

> CC(C)NC(=O)Nc1ccc2c(c1)CC(=O)N([C@@H](C)CO)C[C@@H](C)[C@H](CN(C)S(=O)(=O)c1cn(C)cn1)O2
  IDH1 mut inh = 0.1; PRC2 inh = .
